Screens as filed in PubChem BioAssay.
CRFR2-BP antag: blocks CRF-induced signaling of the CRF-BP/CRF-R2 complex | HEK293 CRF-R2/CRF-BP, CRF-induced calcium fluorescence | inhibition, % at 11.8 µM | 350,000 compounds, 0.59% hits | AID 588475;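 active means inhibition of the ligand-induced calcium signal above about 50% at the single tested concentration, limit read from the data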
CRFBP-R2 agonist: CRF-BP/CRF-R2 complex agonism; HEK293 CRF-R2/CRF-BP, calcium dye fluorescence (FLIPR); percent of saturating CRF peptide response; activation, % at 13.2 µM; 350,000 compounds, 0.46% hits;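 active means activation of at least 50%, plus an integration ratio under a set limit after plate pattern correction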;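 further: plate controls were neutral control wells without compound for no effect and CRF at EC100 for full effect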
MEKK2wt PB1 HTS: raises or lowers MEK5 binding to wildtype human MEKK2 PB1 domain | binding response (% of control), % at 10 µM | bead flow cytometry, Alexa488-MEK5 binding to MEKK2 WT; actives lie on both sides | AID 1531 | Q9Y2U5 | 290,000 compounds, 1.1% hits; in the data active means binding response below about 67% or above about 130%
SUMO HTRF inh: SUMOylation inhibition. HTRF SUMOylation assay, SAE1/SAE2 + UBC9, in vitro. 290,000 compounds, 0.36% hits. P63279. AID 2006. inhibition, % at 35 µM; in the data active means inhibition above about 50%, passing the limit was not always enough; further: strong numbers were not always called active
Target sequence (P63279 whole entry, looked up): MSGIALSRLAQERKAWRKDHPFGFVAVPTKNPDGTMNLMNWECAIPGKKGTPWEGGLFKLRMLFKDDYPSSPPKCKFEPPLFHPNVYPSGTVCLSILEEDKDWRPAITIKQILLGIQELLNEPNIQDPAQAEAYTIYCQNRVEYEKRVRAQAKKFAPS
MEKK2 mut-MEK5: signal of MEK5 binding to mutant human MEKK2 PB1 domain; bead flow cytometry, Alexa488-MEK5 binding to MEKK2 mutant; percent response, % at 10 µM; 290,000 compounds, 0.35% hits; in the data active means percent response above about 24%, passing the limit was not always enough; further: inactives centre near 1; some results filed as inactive read as strong as hits
GalR3 antagonist: antagonists of human GalR3. O60755. HEK293 GalR3-CNG cAMP membrane potential fluorescence; galR3 body fused to GalR1 C-terminus. inhibition, % at 3 µM. 360,000 compounds, 0.44% hits;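 active means inhibition above the screen-wide average plus 3 SD, cut at about 13% in these data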;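 further: forskolin and galanin both at EC90 stimulate the cells; cAMP rise reported by CNG channel membrane potential dye signal; 0% = forskolin plus galanin with DMSO and 100% = forskolin alone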
Target sequence (O60755 1-299 limits assumed): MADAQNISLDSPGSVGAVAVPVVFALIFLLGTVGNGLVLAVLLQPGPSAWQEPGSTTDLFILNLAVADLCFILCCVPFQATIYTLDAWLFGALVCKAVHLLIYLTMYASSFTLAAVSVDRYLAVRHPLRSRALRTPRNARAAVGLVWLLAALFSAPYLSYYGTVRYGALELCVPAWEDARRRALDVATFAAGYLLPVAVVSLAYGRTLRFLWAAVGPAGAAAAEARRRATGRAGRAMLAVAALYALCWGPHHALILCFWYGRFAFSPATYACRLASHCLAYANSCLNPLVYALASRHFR
MEKK3 PB1 HTS: raises or lowers MEK5 binding to the human MEKK3 PB1 domain | bead-based flow cytometry, Alexa488-MEK5 binding to MEKK3; actives lie on both sides; 0 = blocked by unlabeled MEK5, 100 = vehicle | binding response (% of control), % at 10 µM | 290,000 compounds, 1.4% hits | AID 1529;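 active means binding response more than 3 SD above or below the average of its plate-row segment, actives on both sides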;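 further: Alexa488 bead fluorescence after subtracting the streptavidin-only scavenger bead signal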
NS3 helicase inh: blocks Hepatitis C virus NS3 helicase unwinding; AID 1800; inhibition, % at 10.9 µM; 290,000 compounds, 0.56% hits; NS3 helicase DNA unwinding, Cy5 molecular beacon fluorescence;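 active means inhibition above the mean of all tested compounds plus 3 SD, set per campaign, cut at about 35% in these data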;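 further: 0% = DMSO wells and 100% = thioflavine S control wells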
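System: Hepatitis C virus NS3 helicase domain fragment enzyme | Reagent: Annealed dual-labelled DNA beacon duplex, ATP-started | Compound dosing: 10.9 µM single point, 0.8% DMSO | Incubation: 1 h reaction at 25 °C, ATP-initiated | Technique: Cy5 fluorescence | Evaluation: Percent inhibition from t60/t0 fluorescence ratio | Benchmarks: Low DMSO, high thioflavine S at 110 µM | Replication: Singlicate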
FID counter: fluorescent intercalator displacement, NS3 helicase counter-screen; 290,000 compounds, 0.17% hits; inhibition, % at 7.9 µM; DNA fluorescent intercalator displacement, fluorescence; in the data active means inhibition above about 37%;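 further: 0% = vehicle and 100% = reference compound; higher means more ethidium bromide displaced from hairpin DNA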
Active calls of the source: *; · = not tested or not shown; & = joins results of further samples. These rows are one share of the data; rates above refer to the full screens.

Each structure is followed by: CRFR2-BP antag, CRFBP-R2 agonist, MEKK2wt PB1 HTS, SUMO HTRF inh, MEKK2 mut-MEK5, GalR3 antagonist, MEKK3 PB1 HTS, NS3 helicase inh, FID counter
CCN(CC)CCCOC(=O)c1ccc(OC)cc1O
    -18, 0.3, 100, 16, -2, -8, 100, 1, 1
CCOC(=O)C1CCN(C(=O)c2ccco2)CC1
    -30, -0.8, 105, 15, 6, -3, 105, 3, 0
CNS(=O)(=O)c1cn(CC(=O)NCc2ccc(N(C)C)cc2)cc1S(=O)(=O)NC
    5, 2.0, 108, -5, 10, -2, 107, 11, -15
COc1cc(/C=N/NC(=O)c2cccnc2)ccc1OS(=O)(=O)c1ccc(C)cc1
    -16, 4.5, 102, -9, -1, -7, 99, -10, -6
CCCC(=O)Nc1cc(C(=O)N(C)CC(OC)OC)ccc1S(=O)(=O)c1ccc(C)cc1
    -6, -1.4, 101, 8, 5, -7, 100, 5, -33
Cc1cc(S(=O)(=O)NCCCN2CCOCC2)c(C)cc1Cl
    -3, 0.3, 108, 6, 7, -4, 104, 0, 0
CCN(C#N)c1nc(NC(C)C)nc(NC(C)(C)C)n1
    -27, 2.1, 98, 6, -6, -1, 104, -3, -21
CCOC(=O)N1CCC(NC(=O)CCC(=O)N2CCOc3ccccc32)CC1
    5, -1.8, 93, 8, -8, 1, 93, -1, -13
Cc1cc(C(=O)NCC2COc3ccccc3O2)c2ccccc2n1 (centres undefined)
    8, 0.2, 94, -1, -2, -6, 96, 8, -11
CCOC(=O)c1nn(-c2ccccc2)c(C)c1C(C)=O
    4, 0.4, 95, -2, -1, 1, 97, -5, -2
O=C/C(=C\Nc1ccccn1)c1nc2ccccc2o1
    -28, 3.0, 88, 6, -4, -6, 80, -3, 7
CC(=O)c1ccc2c(c1)C1C=CCC1C(C(=O)O)N2 (centres undefined)
    -6, 2.6, 81, 78*, -14, 7, 93, 51*, -13
CC(C)Sc1nc(N2CCOCC2)c2c3c(sc2n1)COC(C)(C)C3
    6, 0.4, 93, 12, 0, -3, 98, -7, -5
O=C(COc1ccccc1)Nc1sc2c(c1C(=O)NCc1cccnc1)CCCC2
    9, 0.6, 99, 32, 1, -4, 103, -11, -11
Cc1c(Cl)c(=O)n2c(=O)c(Cl)c(C)n12
    -3, 9.8, 97, 37, -4, -4, 97, 11, -1
NC(=O)c1ccc(C23CC4CC(CC(C4)C2)C3)o1
    -23, -0.9, 100, 9, -1, -4, 101, 28, -26
NC(=O)C1CCN(C(=O)/C(=C/c2ccco2)NC(=O)c2ccccc2)CC1
    11, 0.5, 93, 3, 1, -9, 98, 5, -15
O=C(Nc1ccccc1)OCC1CCCN2CCCCC12 (centres undefined)
    -5, -0.4, 104, -4, 2, -2, 101, -3, 2
O=C(COC(=O)CNC(=O)c1ccc2c(c1)OCO2)Nc1ncc(Cl)cc1Cl
    2, -0.6, 79, 13, -9, -2, 84, -6, -5
COc1ccc(C(=O)N[C@H](C(=O)OCc2cc(=O)oc3cc(C)ccc23)C(C)C)cc1
    7, 1.0, 88, -10, -5, 4, 88, -6, 4
CC(O)CN(Cc1ccc(Cl)cc1)CC(C)O (centres undefined)
    12, 1.7, 100, 8, -5, -3, 101, -1, 5
CCC(=O)c1ccc(O)c(OC)c1
    6, -1.4, 103&96, 4, 2&-9, -2, 102&104, 5, -7
O=C(Cn1c(C(F)(F)F)nc2ccccc21)c1ccccc1
    17, -0.5, 87, 35, -8, -6, 93, -3, -3
O=C(Nc1nnc(-c2ccccn2)o1)c1cccc(Br)c1
    15, -0.4, 103, 10, 15, -1, 102, -2, -5
CC(CNC(=O)CCS(=O)(=O)c1cc2c(cc1Cl)NC(=O)CO2)c1ccccc1 (centres undefined)
    -11, -0.3, 106, 4, 4, 3, 103, -3, -12
CC(=O)c1ccc(NC(=O)c2cc(C)no2)cc1
    3, -0.9, 111, 8, 5, -8, 106, 0, -6
O=C(CCCOc1cccc(Br)c1)NC1CCC(O)CC1 (centres undefined)
    16, -2.0, 98, -2, 14, -2, 99, -6, -13
CCCCCn1c(SCc2ccncc2)nc2cc(C(=O)NCc3ccco3)ccc2c1=O
    0, -1.4, 99, -22, 0, -3, 98, 3, -14
CCn1ncc(C(=O)Nc2ccc(S(=O)(=O)N3CCCC3)cc2)c1C
    7, 3.4, 101, 14, 2, -4, 105, -2, -9
COc1cc(NC(=S)NC(=O)c2ccc(F)cc2)ccc1NC(=O)c1ccco1
    -12, -1.7, 109, 11, 3, 4, 101, 2, -1

Rewritten as labelled records: entries from further up
Cc1cc(C(=O)NCC2COc3ccccc3O2)c2ccccc2n1 (centres undefined)
  CRFR2-BP antag: 8; CRFBP-R2 agonist: 0.2; MEKK2wt PB1 HTS: 94; SUMO HTRF inh: -1; MEKK2 mut-MEK5: -2; GalR3 antagonist: -6; MEKK3 PB1 HTS: 96; NS3 helicase inh: 8; FID counter: -11
CCN(C#N)c1nc(NC(C)C)nc(NC(C)(C)C)n1
  CRFR2-BP antag: -27; CRFBP-R2 agonist: 2.1; MEKK2wt PB1 HTS: 98; SUMO HTRF inh: 6; MEKK2 mut-MEK5: -6; GalR3 antagonist: -1; MEKK3 PB1 HTS: 104; NS3 helicase inh: -3; FID counter: -21

Next section.
Each structure is followed by: CRFR2-BP antag, CRFBP-R2 agonist, MEKK2wt PB1 HTS, SUMO HTRF inh, MEKK2 mut-MEK5, GalR3 antagonist, MEKK3 PB1 HTS, NS3 helicase inh, FID counter
N#Cc1sc2nc(-c3cccs3)cc(-c3ccc(Cl)cc3)c2c1N
    -90, 8.4, 81, 29, -9, -9, 99, 6, -2
O=C(O)/C=C/c1cn(-c2ccccc2)nc1-c1cccs1
    17, -2.2, 103, 30, 6, -2, 102, 12, -17
O=C(O)c1ccccc1-c1ccccc1C(=O)Nc1ccc(OC(F)(F)F)cc1
    0, -1.4, 107, 7, 9, -8, 106, 20, -29
CCOC(=O)Cc1csc(NC(=O)CSc2ncnc3c2cnn3-c2ccccc2Cl)n1
    11, 0.9, 100, 13, 0, -2, 101, -7, -26
CN(C)/C=C(\c1cnc(Cl)s1)S(=O)(=O)c1ccccc1
    -14, -1.1, 96, -14, 0, -5, 104, -13, 4
COC(=O)c1ccc(S(=O)(=O)NCc2ccc(OC)cc2)n1C
    -1, -0.3, 85, 9, -8, -4, 86, -3, -13
O=C(O)CN1CCCCC1
    -11, 3.5, 99, -16, 1, -3, 113, -7, 9
CCOc1cc(N2CCOCC2)c(OCC)cc1NC(=O)CN1CCC(Cc2ccccc2)CC1
    -67, -2.4, 110, -2, 0, -1, 149*, -4, 1
COc1ccc(C=O)cc1CSc1ncccc1C(=O)O
    -6, -0.7, 104, 14, 5, -6, 100, 16, -6
CCCCc1nc(NCCN)c(C#N)c2c1CSC(C)(C)C2
    -46, 5.2, 125, -2, 8, -2, 91, -24, 17
Cn1nc(C(C)(C)C)c([N+](=O)[O-])c1C(=O)N1CCOCC1
    -5, -0.7, 101, 7, -1, 1, 102, -3, -7
COc1ccc(-n2c(SCC3OCCO3)nc3c(sc(=S)n3-c3ccccc3)c2=O)cc1OC
    -19, 2.1, 107, -7, 4, -4, 104, 9, -32
CCCNC(=O)c1ccc(-c2nc3ccccc3s2)s1
    -26, 20, ·, 4, ·, -4, ·, -4, -13
O=C(Nc1ccnn1C1CCN(Cc2ccc(CO)o2)CC1)c1ccc2c(c1)OCO2
    -19, 3.0, 100, 11, -1, -5, 98, -10, 1
Cc1cc(C)c(CN2CCN(Cc3ccc(C)o3)C(CCO)C2)c(-n2cccn2)c1 (centres undefined)
    -17, -4.9, 91, 13, -12, -3, 100, 6, 17
CC1CC(C)(C)NC(=S)N1CCC(=O)N1CCN(Cc2ccccc2)CC1 (centres undefined)
    -10, -0.5, 75, -1, -15, -5, 83, -9, -9
O=C(Cc1c(O)c2ccccc2[nH]c1=O)N(Cc1ccccc1)Cc1ccccc1
    -5, 0.9, 96, 4, 1, -4, 100, 17, -8
COc1cc(-n2c(=O)c3ccccc3n(Cc3cccc(F)c3)c2=O)cc(OC)c1OC
    5, -0.7, 73, 13, -9, -5, 59, 2, -5
S=c1[nH]c2ccc(Cc3ccc4[nH]c(=S)[nH]c4c3)cc2[nH]1
    -7, -0.3, 90, 4, 0, -4, 96, 12, -4
COc1cc(C(=O)NCc2ccc3c(c2)OCO3)ccc1OCc1c(C)noc1C
    -19, 0.9, 102, -9, 4, -1, 101, 4, -9
CCOc1ccc(N(CC(=O)NC(C)CC)S(=O)(=O)c2c(C)noc2C)cc1 (centres undefined)
    ·, ·, 114, 9, 5, ·, 114, 7, -18
CCOC(=O)c1c2n(c3ccc(O)cc13)CCC2
    -27, -2.4, 101, 19, -2, -4, 110, 10, 2
O=c1c2ccccc2nnn1CSc1nnc(-c2ccco2)o1
    20, -2.5, 102, 8, 6, -1, 103, 2, -11
CCc1ccc(C2CC(=O)Nc3c2c(=O)nc2c(C)cccn32)cc1 (centres undefined)
    10, -0.4, 100, 14, -3, -2, 101, 7, -3
COC(=O)c1cccc(C23CC4(C2)[C@H](CN(Cc2cccnc2)[C@@H]4c2ccccc2)C3c2ccccc2)c1 (some centres undefined)
    8, 9.2, 103, 0, 4, -3, 105, ·, ·
Nc1c(C(=O)Nc2ccccc2)sc2nc(-c3cccnc3)ccc12
    ·, ·, 92, 30, -14, 10, 96, 14, -10
CCOC(=O)C1=C(C)N(CC(C)C)C(=O)C1
    -6, 0.6, 97, 5, 0, -6, 95, 0, -10
CC(=O)c1cccc(NC(=O)C(CC(C)C)NC(=O)C2CCCCC2)c1 (centres undefined)
    -15, 1.1, 102, -6, 0, -6, 102, -6, -24
Cc1ccccc1NC(=S)N/N=C/c1ccc(O)cc1O
    -8, -0.5, 92, 32, -18, -1, 94, 26, -7
Cc1scc(-c2n[nH]c(=S)n2Cc2ccccc2)c1C
    31, -3.1, 100, -3, -1, -1, 102, 17, -23
COc1cccc(NC(=O)CSc2nnc3cc(C)nc(N)n23)c1
    -3, -0.4, 91, 20, -5, -1, 101, -12, -9
CC(=O)c1c(C)[nH]c(C(=O)CSc2nnc3ccccn23)c1C
    15, -2.1, 95, 10, -2, -2, 95, 1, 3
CCN(CC)c1nc2ccccc2c(N)c1-c1ccccc1
    8, -2.4, 123, -8, 26*, -10, 114, -14, 9
O=C(CN(Cc1ccco1)C(=O)CNS(=O)(=O)c1ccc(F)cc1)NCc1ccc(F)cc1
    -13, -1.1, 100, -5, -4, -5, 99, -1, -16
